CD11b adhes inh – CD11b/CD18-fibrinogen binding inhibition | P05107+P11215 | K562 CD11b/CD18 adhesion to fibrinogen, ATPlite luminescence; Mn2+ added to activate the integrin | inhibition, % at 10 µM | 0.54% of 93,000 active | AID 1497;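 active = primary inhibition of 50% or more at 10 µM, then 40% or more on retest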; note: some results filed as inactive read as strong as hits
Target sequence (P05107 whole entry, looked up, other chains not shown): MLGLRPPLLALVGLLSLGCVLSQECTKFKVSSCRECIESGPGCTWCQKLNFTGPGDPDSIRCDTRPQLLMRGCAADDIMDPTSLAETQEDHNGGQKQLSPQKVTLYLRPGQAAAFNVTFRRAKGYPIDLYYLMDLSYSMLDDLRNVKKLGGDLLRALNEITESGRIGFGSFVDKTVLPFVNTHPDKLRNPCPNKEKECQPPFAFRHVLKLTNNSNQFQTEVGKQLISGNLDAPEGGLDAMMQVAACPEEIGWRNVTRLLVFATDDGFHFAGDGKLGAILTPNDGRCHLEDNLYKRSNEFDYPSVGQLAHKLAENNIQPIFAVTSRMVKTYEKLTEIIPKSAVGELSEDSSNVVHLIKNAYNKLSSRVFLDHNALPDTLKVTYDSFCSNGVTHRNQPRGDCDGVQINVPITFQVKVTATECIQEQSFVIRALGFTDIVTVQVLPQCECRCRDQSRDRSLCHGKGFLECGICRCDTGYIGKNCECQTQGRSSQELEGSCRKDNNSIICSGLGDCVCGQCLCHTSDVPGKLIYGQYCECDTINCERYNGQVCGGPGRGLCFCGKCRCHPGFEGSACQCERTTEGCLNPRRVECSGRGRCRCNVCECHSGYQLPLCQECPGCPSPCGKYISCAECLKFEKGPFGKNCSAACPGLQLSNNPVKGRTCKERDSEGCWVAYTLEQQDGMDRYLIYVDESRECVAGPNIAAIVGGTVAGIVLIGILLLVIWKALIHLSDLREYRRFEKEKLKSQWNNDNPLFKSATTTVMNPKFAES
Rev-RRE block – inhibitors of HIV-1 Rev-RRE RNA interaction | inhibition, % at 8 µM | Rev peptide-RRE RNA binding, FRET | P05866 | 0.79% of 97,000 active | AID 704;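 active = inhibition above the screen-wide mean plus 3 SD, cut at about 35% in these data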;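 note: 0% = median DMSO wells and 100% = median Neomycin B control wells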
Target sequence (P05866 whole entry, looked up): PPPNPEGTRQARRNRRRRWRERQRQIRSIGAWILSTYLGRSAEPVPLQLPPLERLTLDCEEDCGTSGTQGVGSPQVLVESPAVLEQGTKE
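Test system: labelled RRE RNA duplex and labelled Rev peptide. Times: 5 min compound–RNA preincubation, then 15 min with peptide, 25 °C. Doses: single-dose 8 µM. Measured by: FRET, excitation 480 nm, emission 540 nm donor and 671 nm acceptor. Measure: % inhibition of FRET ratio versus controls.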
ERa coact inh – ER-alpha (human) coactivator binding inhibition; TR-FRET ER-alpha LBD / SRC-1 peptide, estradiol-bound; inhibition, % at 25.6 µM; 1.7% of 86,000 active; AID 629; in the data active = inhibition above about 50%;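 note: 0% = receptor plus peptide control and 100% = peptide only without receptor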
Mac1 fbg enh – enhancers of human CD11b/CD18 binding to fibrinogen | activation, % at 10 µM | K562 CD11b/CD18 adhesion to fibrinogen, ATPlite luminescence | 0.07% of 93,000 active | AID 1499 | P05107+P11215;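 active = 10 µM primary screen giving 50% or more activity, confirmed by 40% or more on retest at that dose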; note: strong numbers were not always called active
PLK1 inh – inhibitors of human PLK1 kinase; P53350; recombinant PLK1 kinase, TR-FRET peptide phosphorylation; inhibition, % at 10 µM; 0.53% of 97,000 active;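 active = inhibition of 50% or more in the single-concentration screen; inactive = inhibition below 50%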;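 note: 0% = DMSO max control and 100% = H-89 dihydrochloride min control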
ERb coact inh – blocks coactivator binding to human estrogen receptor beta; AID 633; Q92731; inhibition, % at 25.6 µM; TR-FRET ER-beta LBD / SRC1-Cy5 peptide binding; receptor agonist-loaded with 1 µM estradiol; 1.3% of 86,000 active;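 active = compounds whose percent inhibition of the receptor-coactivator binding signal exceeds about 50% in the single-dose screen, limit read from the data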;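 note: 0% = receptor plus peptide wells without compound and 100% = peptide-only wells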
FAK inh – inhibitors of human focal adhesion kinase. Q05397. biochemical FAK kinase activity assay. inhibition, %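 (tested at 7 µM)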. 0.84% of 97,000 active; in the data active = inhibition above about 19%;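 note: 0% = DMSO and 100% = reference compound high control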
ERa coact pot – ER-alpha (human) coactivator binding potentiation. P03372. TR-FRET ERalpha-LBD/SRC-Cy5 coactivator binding, 2 h; 100 = basal binding, no effect. coactivator binding (% of control), % at 25.6 µM. 1.3% of 86,000 active. AID 639; in the data active = activity above about 200%;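 note: binding measured in presence of low estradiol as agonist stimulus; 0% = peptide alone without receptor and 100% = receptor with peptide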
Plk1 PBD FP – blocks phosphopeptide binding to human Plk1 polo box domain; 0.13% of 97,000 active; inhibition, %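 (tested at about 20 µM)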; Plk1 PBD phosphopeptide binding, fluorescence polarization; AID 693; in the data active = inhibition above about 34%, passing the limit was not always enough
* = called active by the depositor; · = no result given; [ ] = another dose, or the depositor's remark. Not a hit list (roughly 4.7% active in at least one column).

SMILES	CD11b adhes inh	Rev-RRE block	ERa coact inh	Mac1 fbg enh	PLK1 inh	ERb coact inh	FAK inh	ERa coact pot	Plk1 PBD FP
CC(OC(=O)CCc1nc2ccccc2c(=O)[nH]1)C(=O)NCc1ccc2c(c1)OCO2 (stereo not drawn)	·	1	12	·	-5	12[fluorescence artefact?]	-2	110[fluorescence artefact?]	-2
CCOC(=O)c1sc(N)nc1C(C)C	-7	4	·	0	-5	·	1	·	11
CCNC(=O)n1nccc1C(C)Oc1cccc(C(F)(F)F)c1 (stereo not drawn)	·	13	·	·	-7	·	-1	·	-31
CN(c1ncc(C(F)(F)F)cc1Cl)n1cc(C(=O)O)c2ccccc2c1=O	4	-2	43	0	-5	2	9	58	-4
Cc1cc(C)n(C(=O)c2cc3c(s2)CCCC3)n1	·	17	-2	·	-12	-6	7	101	4
CC(=O)c1ccc(-n2nncc2C(C)(C)C)cc1	-4	3	-10	-1	-1	-6[fluorescence artefact?]	2	110[fluorescence artefact?]	9
COC(=O)Nc1cc(C)nc2ccccc12	8	2	-5	-2	-4	-2	-3	127	-12
O=C(COC(=O)c1cc(S(=O)(=O)N2CCOCC2)cs1)c1ccccc1	-6	6	-2	-2	-3	-6	2	92	-19
CCN(CCCNC(=O)CNC(=O)Cn1cnc2ccccc2c1=O)c1ccccc1	-15	·	-7	1	·	8[fluorescence artefact?]	·	106	·
CC1CCCN(c2c([N+](=O)[O-])c(=O)oc3ccccc23)C1 (stereo not drawn)	-25	9	·	-5	-7	·	4	·	4
Cc1ccc(-c2noc(=O)n2CC(=O)Nc2ccc(S(=O)(=O)NC3CC3)cc2)cc1	4	16	3[fluorescence artefact?]	-2	-8	-6[fluorescence artefact?]	0	105	-19
Cc1ccc(-c2cc(C(=O)NCCCN3CCOCC3)no2)cc1	-17	4	-4[fluorescence artefact?]	3	-5	0	-3	122	-7
CCOCCCNc1ncc2c(n1)CC(c1ccc(C)cc1)CC2=O (stereo not drawn)	-16	7	7	-6	-47	-8	16	124	15
O=C(NC1CCCC1)C(c1cccnc1)N(C(=O)c1csnn1)C1CC1 (stereo not drawn)	1	7	-1	2	-12	2	4	106	-14
Cc1cc2n(c(=O)c1C#N)CCCN2c1cccc(Cl)c1	·	6	-14	·	-13	-23	0	91	-9
O=C(CSc1ncn[nH]1)NCCC(c1ccccc1)c1ccccc1	-17	3	1	-3	-9	-6[fluorescence artefact?]	-2	124[fluorescence artefact?]	-3
CCCc1cc(=O)[nH]c(SCc2ccccc2Cl)n1	2	10	12	4	-3	-1	-1	99	-22
CC(Oc1ccc(C(=O)NC2CCCCC2)cc1)C(=O)O (stereo not drawn)	9	3	-2	-4	-11	4	-4	114	10
CSc1ccccc1NC(=O)CN(c1cccc(C)c1)S(C)(=O)=O	5	·	2	-1	·	1[fluorescence artefact?]	·	102	·
O=C(NCc1ccco1)c1ccc(Cn2c(=O)c3ccccc3n(Cc3cccc(Cl)c3)c2=O)cc1	-4	0	67*[fluorescence artefact?]	13	5	50[fluorescence artefact?]	2	61[fluorescence artefact?]	-21

Six entries already listed, arranged by their value in PLK1 inh, largest number first.
SMILES	CD11b adhes inh	Rev-RRE block	ERa coact inh	Mac1 fbg enh	PLK1 inh	ERb coact inh	FAK inh	ERa coact pot	Plk1 PBD FP
O=C(NCc1ccco1)c1ccc(Cn2c(=O)c3ccccc3n(Cc3cccc(Cl)c3)c2=O)cc1	-4	0	67*[fluorescence artefact?]	13	5	50[fluorescence artefact?]	2	61[fluorescence artefact?]	-21
COC(=O)Nc1cc(C)nc2ccccc12	8	2	-5	-2	-4	-2	-3	127	-12
CN(c1ncc(C(F)(F)F)cc1Cl)n1cc(C(=O)O)c2ccccc2c1=O	4	-2	43	0	-5	2	9	58	-4
CCNC(=O)n1nccc1C(C)Oc1cccc(C(F)(F)F)c1 (stereo not drawn)	·	13	·	·	-7	·	-1	·	-31
Cc1cc2n(c(=O)c1C#N)CCCN2c1cccc(Cl)c1	·	6	-14	·	-13	-23	0	91	-9
CCOCCCNc1ncc2c(n1)CC(c1ccc(C)cc1)CC2=O (stereo not drawn)	-16	7	7	-6	-47	-8	16	124	15

Records listed above that bear a hit mark in ERa coact inh:
SMILES	CD11b adhes inh	Rev-RRE block	ERa coact inh	Mac1 fbg enh	PLK1 inh	ERb coact inh	FAK inh	ERa coact pot	Plk1 PBD FP
O=C(NCc1ccco1)c1ccc(Cn2c(=O)c3ccccc3n(Cc3cccc(Cl)c3)c2=O)cc1	-4	0	67*[fluorescence artefact?]	13	5	50[fluorescence artefact?]	2	61[fluorescence artefact?]	-21

Continuation.
SMILES	CD11b adhes inh	Rev-RRE block	ERa coact inh	Mac1 fbg enh	PLK1 inh	ERb coact inh	FAK inh	ERa coact pot	Plk1 PBD FP
COc1c(O)ccc2cnn(-c3ccccc3C)c(=O)c12	-5	0	0	2	-11	-1[fluorescence artefact?]	-5	94	-21
O=C(Nc1ccc(Br)cc1)c1cccn1-c1ncc(C(F)(F)F)cc1Cl	·	14	·	·	0	·	-6	·	7
CCOC(=O)c1ccc(N=c2sc(C(=O)OC)cc(=O)n2CCCN2CCOCC2)cc1	2	6	0	1	-3	-8	-3	116	-3
C=CCn1c(SCC(=O)NCC(=O)OCC)nnc1-c1ccccn1	-4	1	7[fluorescence artefact?]	-2	-10	14	-6	100	15
CN1c2ccccc2C(O)=C(C(=O)Nc2ccccc2)S1(=O)=O	·	4	·	·	-8	·	-5	·	-1
Cc1ccc(NC(=O)COc2ccc3oc4c(c3c2)CCCC4)nc1	14	6	6[fluorescence artefact?]	20	-9	-2[fluorescence artefact?]	-1	120	18
c1ccc(-c2nnc(-c3ccco3)n2-c2ccccc2)cc1	·	-3	·	·	-6	·	-11	·	-12
CCCCCn1nc(-c2ccccc2)c2nc3ccccc3nc21	·	90*[fluorescence artefact?]	-1	·	-19	-7	0	107	-20
COc1ccccc1N(CC(=O)Nc1ccc2c(c1)OCCO2)S(C)(=O)=O	4	6	1	-2	-2	4	3	95	7
O=C(COC(=O)c1cc([N+](=O)[O-])ccc1NCc1ccccc1)NC1CCCc2ccccc21 (stereo not drawn)	-22	12	16	-1	-31	9	1	100	-1
CCCn1c(N)c(C(c2ccc(OC)cc2)N2CCN(c3ccccc3)CC2)c(=O)[nH]c1=O (stereo not drawn)	-5	3	1	0	1	-7	1	97	12
COc1cc(/C=C2/SC(=O)N(Cc3ccccc3Cl)C2=O)ccc1OCc1ccncc1	·	9	·	·	-9	·	4	·	14
O=C1CCC(C(=O)OCC(=O)C23CC4CC(CC(C4)C2)C3)N1 (stereo not drawn)	1	-3	-14	-3	-10	-6	-5	121	-13
CCOC(=O)N1CCN(c2cc(C)c(C(C)=O)cc2F)CC1	0	3	-6	-2	-9	-12	-4	105	-24
O=C(CSc1ccc2nnc(-c3ccccn3)n2n1)NCc1ccco1	·	3	13	·	-10	44	3	64	-11
O=[N+]([O-])c1cc(C(F)(F)F)ccc1NCCc1c[nH]c2ccc(O)cc12	34	6	·	-2	-6	·	6	·	14
Cn1c(CN2CCCCC2)nc2cc(NC(=O)c3ccccc3Cl)ccc21	·	7	-11	·	1	-12	-4	89	-4
CCc1ccccc1Nc1ccc(C(=O)O)cc1N	37	·	4[fluorescence artefact?]	-7	·	1	·	108	·
COc1ccccc1C1(O)CCN(C(=O)c2cccs2)CC1	8	-4	-10	-5	-7	-15	0	98	7
Cc1nn(-c2ccccc2)c(N)c1C(O)(CSc1nccn1C)C(F)(F)F (stereo not drawn)	9	4	·	4	-8	·	-1	·	1
Cn1c(=O)cc(OCC(=O)NCCCN2CCN(c3cccc(Cl)c3)CC2)c2ccccc21	1	·	4	6	·	-11	·	108[fluorescence artefact?]	·
COc1cccc(C2C(C(=O)c3cc4ccccc4o3)=C(O)C(=O)N2c2cc(C)on2)c1OC (stereo not drawn)	8	5	-2	-4	-8	-5	-20	120	12
O=C(NCC1CCCO1)C(C(=O)c1ccccc1)n1cc(Cl)ccc1=O (stereo not drawn)	·	8	-7	·	8	-4	4	117	7
Cc1ccc(SCCNC(=S)Nc2cc(C)ccc2C)cc1	-13	-8	1	-1	-52	3[fluorescence artefact?]	1	89	-2
COCC(=O)Nc1cc(=O)n(C)c(=O)n1C	-6	·	1	-5	·	-5	·	120	·
O=C(Cn1nnc(-c2ccccc2)n1)NCc1ccco1	-10	6	5	-5	-13	1	-2	87[fluorescence artefact?]	-2
C=CCC(CC=C)(NC(=O)c1ccccc1)c1ccccc1	·	-1	·	·	-15	·	3	·	-34
CCOC(=O)c1c(C)[nH]c(O)c1C=Nc1ccccc1	·	-3	·	·	-3	·	34*	·	30
Cc1ccc(CNn2cnnc2SCc2ccc(F)cc2)cc1	·	13	-29	·	-13	-32[fluorescence artefact?]	-1	95	11
CCOc1ccc(Oc2nc(NCC(C)C)nc(OC)n2)nn1	-13	·	-8	-2	·	-12[fluorescence artefact?]	·	108	·
Cc1ccc(C(=O)c2c(NC(=O)c3ccccc3)sc(C)c2C)cc1	·	9	·	·	-3	·	1	·	-28
O=C1CC(C(=O)NCc2ccccc2)C2(CCCC2)O1 (stereo not drawn)	-5	4	-8	-4	-5	-9	2	115	-5
CCOC(=O)Nc1cccc(Cl)c1C	0	9	·	-3	-9	·	2	·	0
O=C1CC(N(O)c2ccccc2)C(=O)N1Cc1ccccc1 (stereo not drawn)	7	·	0	4	·	-3	·	109	·
CC1=C(C#N)C(Nc2cc(C)ccn2)(C(F)(F)F)C(=O)N1 (stereo not drawn)	-9	9	-1	2	3	-2	-2	111	30
Cc1cc(NC(=O)CCn2c(=O)sc3ccccc32)no1	·	4	-16	·	-10	-19[fluorescence artefact?]	-1	100	10
C=CCn1c(SCC(=O)Nc2cccc3ccccc23)nc(O)c(CC)c1=O	-23	5	-5[fluorescence artefact?]	-2	-14	3[fluorescence artefact?]	-1	101	-3
COC(=O)C1=C(C)N(CC2CCCO2)C(=O)/C1=C\c1ccc(O)cc1 (stereo not drawn)	9	-4	·	-3	-8	·	0	·	6
CCOC(=O)c1cnn(-c2ccccc2)c1NC(=O)c1cccs1	3	1	-6	2	-2	-3	5	124[fluorescence artefact?]	2
O=C(O)CCCn1nc(-c2ccccc2)c2ccccc21	-15	·	-1	-3	·	4	·	112	·
O=C/C(=C\Nc1ccccn1)c1nc2cc(Cl)ccc2o1	·	16	66*[fluorescence artefact?]	·	-1	28	-8	102[fluorescence artefact?]	4

Three compounds already listed, ordered by count of non-hydrogen atoms, low to high:
SMILES	CD11b adhes inh	Rev-RRE block	ERa coact inh	Mac1 fbg enh	PLK1 inh	ERb coact inh	FAK inh	ERa coact pot	Plk1 PBD FP
O=C(O)CCCn1nc(-c2ccccc2)c2ccccc21	-15	·	-1	-3	·	4	·	112	·
O=C1CC(N(O)c2ccccc2)C(=O)N1Cc1ccccc1 (stereo not drawn)	7	·	0	4	·	-3	·	109	·
COC(=O)C1=C(C)N(CC2CCCO2)C(=O)/C1=C\c1ccc(O)cc1 (stereo not drawn)	9	-4	·	-3	-8	·	0	·	6

Fetched one by one from the entries so far, four records:
SMILES	CD11b adhes inh	Rev-RRE block	ERa coact inh	Mac1 fbg enh	PLK1 inh	ERb coact inh	FAK inh	ERa coact pot	Plk1 PBD FP
CC1=C(C#N)C(Nc2cc(C)ccn2)(C(F)(F)F)C(=O)N1 (stereo not drawn)	-9	9	-1	2	3	-2	-2	111	30
Cc1ccc(SCCNC(=S)Nc2cc(C)ccc2C)cc1	-13	-8	1	-1	-52	3[fluorescence artefact?]	1	89	-2
CCOC(=O)Nc1cccc(Cl)c1C	0	9	·	-3	-9	·	2	·	0
Cc1cc(NC(=O)CCn2c(=O)sc3ccccc32)no1	·	4	-16	·	-10	-19[fluorescence artefact?]	-1	100	10

Assay outcomes as filed in PubChem BioAssay.
